# From PubChem BioAssay
# CDK5 inh – inhibitors of human CDK5/p35 kinase; 0.01% of 330,000 active; inhibition, % at 10 µM; Q00535+Q15078; Recombinant CDK5/p35, ADP-Glo luminescence, 60 min;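 active means highest replicate inhibition of at least 50% and at least 75% of replicates reaching 50%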;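 further: plate controls were DMSO neutral control for no effect and GW8510 at 10 µM for full effect; many of its hits are not listed in these tables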
# AddAB inh – less growth of phage-infected E. coli with AddAB | E. coli expressing H. pylori AddAB, absorbance growth | inhibition, % at 11.9 µM | 0.29% of 330,000 active; in the data active means inhibition above about 12%;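 further: 0% = vehicle wells of infected cells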
# PKA-R2B act – activates the human PKA-R2B holoenzyme complex | P22694+P31323 | PKA-R2B holoenzyme dissociation, Cy5-IP20 fluorescence polarization; R2B truncated from residue 108, S112A mutant; 0% DMSO only, 100% 113 µM cGMP | activation, % at 11.4 µM | 0.079% of 340,000 active;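 active means activation above a cutoff set at the mean over all compounds plus 3 SD, cut at about 18% in these data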;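 further: higher means more holoenzyme dissociation and a rise in polarization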
# Target sequence (P31323 whole entry, looked up, other chains not shown, the tested form may be a part): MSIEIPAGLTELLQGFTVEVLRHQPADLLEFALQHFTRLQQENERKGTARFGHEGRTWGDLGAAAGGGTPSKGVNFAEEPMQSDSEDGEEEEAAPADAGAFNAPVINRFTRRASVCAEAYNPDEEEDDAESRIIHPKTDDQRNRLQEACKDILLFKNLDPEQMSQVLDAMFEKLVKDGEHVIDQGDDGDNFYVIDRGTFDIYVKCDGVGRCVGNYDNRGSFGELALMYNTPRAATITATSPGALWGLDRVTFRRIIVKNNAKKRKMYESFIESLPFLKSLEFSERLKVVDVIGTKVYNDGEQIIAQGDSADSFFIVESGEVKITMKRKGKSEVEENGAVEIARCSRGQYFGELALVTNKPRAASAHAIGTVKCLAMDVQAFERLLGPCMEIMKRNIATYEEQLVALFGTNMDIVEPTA
# phage Ecoli inh – E. coli growth loss with phage present | growth absorbance | inhibition, % at 11.9 µM | 0.26% of 360,000 active; in the data active means inhibition above about 11%
# PKA-R1A activ – activators of PKA-R1A complex; PKA-R1A dissociation, Cy5-IP20 fluorescence polarization; scaled: DMSO 0%, 113 µM cGMP 100%; activation, % at 11.4 µM; 0.083% of 340,000 active;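 active means percent activation above the mean of all tested compounds plus 3 SD, cut at about 19% in these data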;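 further: higher means more PKAc released from R1A so a rise in polarization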
# DAGLB inh – blocks human DAGLB lipase activity. Q8NCG7. HEK293T DAGLB membrane lysate, EnzChek fluorogenic substrate. inhibition, % at 5.17 µM. 0.059% of 340,000 active; in the data active means inhibition above about 34%;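 further: 0% = enzyme with vehicle and 100% = wells lacking enzyme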
# Target sequence (Q8NCG7 whole entry, looked up): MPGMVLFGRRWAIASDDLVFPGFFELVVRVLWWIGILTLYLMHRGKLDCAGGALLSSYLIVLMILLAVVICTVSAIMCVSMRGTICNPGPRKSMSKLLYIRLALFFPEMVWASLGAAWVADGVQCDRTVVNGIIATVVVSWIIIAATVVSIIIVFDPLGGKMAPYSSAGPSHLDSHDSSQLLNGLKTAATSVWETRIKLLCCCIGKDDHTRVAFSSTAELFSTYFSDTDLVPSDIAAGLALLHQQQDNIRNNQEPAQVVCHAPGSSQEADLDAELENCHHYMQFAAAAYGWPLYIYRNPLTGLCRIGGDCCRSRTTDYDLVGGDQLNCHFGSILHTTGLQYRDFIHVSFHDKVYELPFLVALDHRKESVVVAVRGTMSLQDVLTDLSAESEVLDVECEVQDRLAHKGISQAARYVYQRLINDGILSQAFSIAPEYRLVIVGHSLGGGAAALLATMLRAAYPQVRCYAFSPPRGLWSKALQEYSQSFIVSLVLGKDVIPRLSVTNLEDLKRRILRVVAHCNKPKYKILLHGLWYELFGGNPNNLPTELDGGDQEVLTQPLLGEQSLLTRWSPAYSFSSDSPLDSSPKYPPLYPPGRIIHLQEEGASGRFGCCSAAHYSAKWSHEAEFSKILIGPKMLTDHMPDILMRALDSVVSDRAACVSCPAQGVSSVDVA
# Tat transport – E. coli Tat transport inhibition; E. coli MC4100 TorA-mCherry Tat export, fluorescence; inhibition, % at 10 µM; 0.036% of 340,000 active; AID 488895;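 active means mean replicate inhibition at least 50% and at least half of replicates individually reaching 50%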;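 further: exported cargo escapes ClpAP degradation while cytoplasmic cargo is degraded and loses fluorescence; 0% = median of neutral control wells and 100% = median of NaSCN control wells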
# HTR5A ag – activates human HTR5A in OPRM1-OPRD1 agonist counter-screen. P47898. HTR5A agonist assay, luminescence, cell-based. activation, % at 9.3 µM. 0.61% of 340,000 active; in the data active means activation mostly above about 9.5%, no sharp cut-off; inactive means mostly below about 7.6%;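 further: 0% = cells with vehicle only and 100% = reference agonist; strong numbers were not always called active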
# Ecoli viability – bacterial growth inhibition, counter-screen for AddAB inhibitors. E. coli V3065 growth, OD600 absorbance, 18 h. inhibition, % at 11.9 µM. 0.27% of 330,000 active;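 active means inhibition above the campaign's mean inhibition across all tested compounds plus 3 SD, cut at about 9.9% in these data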;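 further: uninfected addAB+ strain grown without phage in ampicillin broth; 0% = DMSO wells and 100% = ciprofloxacin 0.95 µg/ml wells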
# Mot1-301 SUMO – inhibitors of SUMOylation pathway: yeast Mot1-301 growth rescue | S. cerevisiae Mot1-301 growth rescue, ATP luminescence, 38.5C; percent above DMSO median, 100 means doubled | growth rescue, % at 18.8 µM | 1% of 320,000 active | AID 2716;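 active means every valid replicate shows activation above 250% relative to neutral control wells; inactive means the rest, any valid replicate at or below 250%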;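 further: OY570 slx delta 5 strain wells were the positive control but not used for scaling; some compounds called inactive have numbers as strong as hits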
# HTR5A inv ctr – HTR5A inverse agonism, opioid heterodimer counter-screen; inhibition, % at 9.3 µM; P47898; HTR5A cell line, luminescence; 0.083% of 340,000 active; in the data active means inhibition mostly above about 23%, no sharp cut-off; inactive means mostly below about 18%;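 further: 0% = cells with DMSO and 100% = no-cell wells with DMSO; some compounds called inactive have numbers as strong as hits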
# * hit, by the source's call; x = no result given. Compounds as they come; 2.3% or so of the library scored in one or more.
SMILES	Ecoli viability	Tat transport	AddAB inh	phage Ecoli inh	Mot1-301 SUMO	HTR5A inv ctr	DAGLB inh	HTR5A ag	PKA-R1A activ	PKA-R2B act	CDK5 inh
CNC(=O)COc1ccc2oc3c(c2c1)CCCC3	-2.2	8.7	-0.3	1.6	0.5	-0.6	-1.7	0.2	-5.0	1.4	-1.7
O=C(N/C(=C\c1ccc2c(c1)OCO2)C(=O)N1CCOCC1)c1ccccc1Br	0.1	-4.2	0.8	-0.6	-15.1	6.0	0.0	-1.4	-8.3	2.1	-0.6
CCC(CC)CN1C(Nc2ccccc2)=NC[C@@H]1CC(C)C	-2.5	1.8	-2.4	x	14.6	1.6	-3.7	-0.6	7.4	12.0	0.3
CC(C(=O)N1CCN(C2c3ccccc3-c3ccccc32)CC1)N1C(=O)c2ccccc2C1=O (stereo not given)	-2.5	7.2	-0.6	2.1	6.8	-20.3	2.6	-0.8	-2.7	-8.9	-6.4
Nc1cc(SCc2ccc(Cl)cc2Cl)ncn1	x	-4.7	x	1.2	x	-10.9	-0.3	2.7	-5.8	-3.8	-0.3
COCCn1c(SCC(=O)N2CCCCCC2)nnc1-c1ccco1	-1.9	20.8	2.5	-0.1	192.8	-10.9	-0.3	-4.5	-2.1	6.1	-3.8
Cc1ccc2c(c1)C(=O)N1[C@H]3c4cc(C)ccc4OC[C@@H]3[C@H](c3ccccc3)[C@]1(C)C(=O)N2	1.9	7.0	2.0	4.6	156.1	-3.7	-5.1	0.6	-1.2	8.0	-0.1
CCNC(=O)CC1S/C(=N/N=C(\C)c2ccccc2)NC1=O (stereo not given)	0.2	5.1	1.2	3.0	6.0	-8.4	-3.2	1.0	-1.1	-0.3	-0.2
O=C(NC1CC1)c1ccc(-n2cccc2)cc1	3.1	-3.2	6.0	2.0	-1.0	9.3	-2.6	-3.6	-2.3	-5.7	0.4
COc1cccc(/C=N/Nc2cc(-n3nc(C)cc3-c3ccccc3)ncn2)c1O	16.9*	-6.2	18.4*	6.7	-23.7	-0.8	6.6	-2.1	-7.4	1.4	-0.4
c1ccc(CN2CCC(N=C3NN=C(c4ccc5c(c4)OCCO5)CS3)CC2)cc1	0.6	14.7	0.8	5.2	-7.1	-23.1	-1.2	7.5	-3.4	-4.1	-1.6
O=C(c1ccccc1Br)N1CCN(c2ncccn2)CC1	x	-1.8	x	1.0	18.0	-7.7	-1.0	2.2	-0.5	4.3	-1.0
COc1ccc(C)cc1Nc1n[n+](-c2ccccc2)c(-c2ccc(NC(C)=O)cc2)s1	-1.4	15.5	2.3	3.3	4.2	-7.7	3.5	6.2	-7.0	-14.4	1.1
CCC(=O)NC(=S)NNC(=O)c1ccc([N+](=O)[O-])cc1	-3.3	2.5	2.4	-0.6	-11.2	9.1	-3.1	-3.5	4.3	2.3	-0.3
Cc1cc(C)cc(NC(=O)CN(C)S(=O)(=O)c2cccc3nsnc23)c1	-0.6	-3.5	0.1	-1.4	315.6	-11.5	-0.2	1.6	-3.8	-6.5	-1.0
CCn1c(C2CC(=O)N(c3ccc(C)c(C)c3)C2)nc2ccccc21 (stereo not given)	-0.1	2.3	0.5	1.9	-18.6	-38.6	-1.7	6.0	-8.0	0.6	2.4
COC(=O)c1cc(CNC(=O)Cc2ccsc2)ccc1OC	-3.3	6.5	2.7	1.8	4.7	-3.1	-1.5	1.2	-4.1	-13.6	-0.9
CC(=O)C[C@H](O)CC(=O)[C@H]1OC(=O)CCCCCCCc2ccccc21	0.9	-11.2	-0.8	0.8	-11.8	-26.4	-1.9	9.0	-0.5	1.0	0.8
NC(=O)c1cc[n+](CC2=C(C(=O)O)N3C(=O)[C@@H](NC(=O)C(c4ccccc4)S(=O)(=O)[O-])[C@H]3SC2)cc1 (stereo not given in full)	-0.9	-20.4	-2.7	x	24.6	3.5	-1.4	-1.0	-8.2	-4.4	x
CC1=C(N2CCOCC2)CCC1=O	0.3	-0.8	2.2	2.5	-5.3	0.8	-0.7	-0.3	-4.2	-0.7	-0.1

# AddAB inh: hit marks shown above.
mol	Tat transport	AddAB inh	phage Ecoli inh	Mot1-301 SUMO	DAGLB inh	PKA-R1A activ	PKA-R2B act	CDK5 inh
COc1cccc(/C=N/Nc2cc(-n3nc(C)cc3-c3ccccc3)ncn2)c1O	-6.2	18.4*	6.7	-23.7	6.6	-7.4	1.4	-0.4

# Other results follow.
SMILES	Ecoli viability	Tat transport	AddAB inh	phage Ecoli inh	Mot1-301 SUMO	HTR5A inv ctr	DAGLB inh	HTR5A ag	PKA-R1A activ	PKA-R2B act	CDK5 inh
Cn1ccc2cc(-c3csc(N4CCC(C(N)=O)CC4)n3)ccc21	-0.6	-13.9	2.2	1.9	4.7	-29.5	-0.5	-2.0	-9.5	0.4	0.7
CCc1nc(NCCCN2CCOCC2)c2oc3ccccc3c2n1	-1.9	7.6	-0.2	0.3	x	-5.1	2.9	1.9	-2.4	-1.5	-1.6
O=C(c1ccc(Cl)cc1)C1CCN(Cc2ccccc2)CC1	1.9	4.5	3.8	3.0	-14.3	3.2	-7.3	-0.9	8.0	4.2	-3.7
Cc1ccc(NS(=O)(=O)c2ccc(C(=O)NCCN3CCOCC3)cc2)cc1	2.9	26.1	-0.6	-0.5	16.7	3.1	1.7	-0.9	2.2	-10.5	1.1
CCCCCOc1ccc(C(=O)NCC2(c3ccccc3)CCOCC2)cc1	-1.2	9.9	-0.8	1.5	8.5	-5.3	-1.1	2.1	2.0	-2.9	1.0
CCN(CC(=O)Nc1ccccc1C(F)(F)F)C(=O)CCOc1ccccc1C	-3.5	5.3	-2.1	3.1	-7.4	0.7	0.2	-0.3	1.0	-0.2	1.3
CC(C)(C)NC(=O)c1ccnc(C(C)(C)C)c1	2.6	13.9	1.9	0.8	-9.6	1.2	-0.3	6.2	-5.1	-2.5	-1.2
CC12CN(Cc3ccccc3)CC(C)(CN(Cc3ccccc3)C1)C2=NO	2.5	3.1	2.1	0.3	264.0	11.5	0.7	-0.8	1.7	-0.3	2.3
O=C(Cn1cnc([N+](=O)[O-])n1)N/N=C/c1ccc(O)cc1O	0.6	2.5	0.3	0.8	-4.3	-1.0	-2.2	0.4	-9.6	-3.8	0.9
CCOC(=O)N1CCN(C(=O)COc2ccccc2[N+](=O)[O-])CC1	0.2	4.5	-0.6	0.6	-6.7	0.7	2.5	-0.3	11.0	7.1	-0.2
CC(=O)N1CCN(C(=O)c2ccc(Cl)c(NC(=O)c3cccs3)c2)CC1	0.2	-2.5	-1.0	-1.3	-0.6	12.7	-0.5	4.2	-4.2	2.6	-2.7
Cn1c(-c2cccc([N+](=O)[O-])c2)[n+](C)c2ccccc21	2.5	4.1	-1.0	2.1	-13.5	9.2	0.9	-3.7	-2.0	1.1	-3.2
O=C(CSC(=S)N1CCCC1)NCCc1ccccc1	0.7	26.6	0.7	3.3	173.0	-12.3	3.0	7.0	2.0	-16.8	-6.2
COc1ccc(-c2cc(C(=O)NCCCN3CCOCC3)no2)cc1	1.1	-11.8	4.1	1.7	3.7	-1.2	1.0	-1.3	-3.2	-4.8	0.0
CCOc1ccc(C2NC(=O)c3ccccc3O2)cc1OC (stereo not given)	-2.1	2.6	-1.0	1.5	10.6	3.7	-0.5	-1.0	4.2	3.0	5.7
O=C1NC(=O)C(c2ccccc2)(c2ccc(O)cc2)N1 (stereo not given)	-2.2	-6.6	2.5	0.8	17.3	-4.7	2.8	1.7	-15.5	-9.1	-0.6
CC(C)(C)n1nnnc1CN1CCN(C(c2ccccc2)c2ccccc2)CC1	1.3	-0.1	0.8	3.4	-19.9	-16.6	-5.7	4.7	-8.7	-11.7	0.5
CCn1ccnc1CN1CCCC(C(=O)c2ccc3c4c(cccc24)CC3)C1 (stereo not given)	-0.6	-0.9	3.3	-1.9	-5.4	36.5	-1.1	3.8	0.6	9.8	-0.9
COc1cc(S(=O)(=O)NCc2cccnc2)ccc1F	3.1	-1.3	1.0	2.5	-3.7	-28.9	1.8	3.6	-3.3	-8.1	-4.2
NC(=S)NN=C(c1ccc(Br)cc1)C1CC1	x	-11.2	x	3.5	x	-13.9	1.7	3.5	7.1	-9.2	1.5

# Single records, from the list above:
# Profile of Nc1cc(SCc2ccc(Cl)cc2Cl)ncn1 → Ecoli viability: x; Tat transport: -4.7; AddAB inh: x; phage Ecoli inh: 1.2; Mot1-301 SUMO: x; HTR5A inv ctr: -10.9; DAGLB inh: -0.3; HTR5A ag: 2.7; PKA-R1A activ: -5.8; PKA-R2B act: -3.8; CDK5 inh: -0.3
# Profile of CC12CN(Cc3ccccc3)CC(C)(CN(Cc3ccccc3)C1)C2=NO → Ecoli viability: 2.5; Tat transport: 3.1; AddAB inh: 2.1; phage Ecoli inh: 0.3; Mot1-301 SUMO: 264.0; HTR5A inv ctr: 11.5; DAGLB inh: 0.7; HTR5A ag: -0.8; PKA-R1A activ: 1.7; PKA-R2B act: -0.3; CDK5 inh: 2.3

# The list continues:
SMILES	Ecoli viability	Tat transport	AddAB inh	phage Ecoli inh	Mot1-301 SUMO	HTR5A inv ctr	DAGLB inh	HTR5A ag	PKA-R1A activ	PKA-R2B act	CDK5 inh
O=C(CCn1c(=O)oc2ccccc21)Nc1ccon1	1.3	2.7	5.8	1.2	99.3	-6.2	0.2	-1.3	-9.3	-5.1	-2.7
CC1CCC(NC(=O)CN2C(=O)c3cccnc3Oc3ccc(Cl)cc32)CC1 (stereo not given)	0.7	-4.6	2.5	-0.6	-17.0	2.9	-1.1	-2.7	-1.7	2.9	-5.1
CC(C)(C)C(=O)Nc1sc(-c2ccccc2)cc1C(=O)O	-0.6	-1.1	-1.2	-0.8	44.5	-18.7	5.2	6.3	2.3	1.6	1.4
CCOc1cc(/C=C/c2cc(C(=O)O)c3ccccc3n2)ccc1OC	0.6	2.5	0.0	6.4	10.3	7.8	2.2	-2.9	-1.2	-2.5	0.9
Cc1ccc(CCNC(=O)CS(=O)Cc2nc(-c3ccccc3F)oc2C)cc1 (stereo not given)	-2.5	8.4	4.4	3.4	4.8	-8.8	0.1	-1.2	5.8	-2.3	-1.4
COc1cc(N=Nc2c(O)c3ccccc3[nH]c2=O)c(OC)cc1N=Nc1ccccc1	-1.4	-10.0	-0.6	x	-13.5	-22.2	1.1	6.1	-11.8	-3.8	6.3
O=[N+]([O-])c1cc2c(cc1CN1CCN(c3ccccc3F)CC1)OCO2	x	2.4	x	1.8	1.7	-6.0	-5.7	9.7	-6.7	-3.8	-1.5
Cc1ccc(C(=O)N[C@@H](Cc2ccccc2)C(=O)N2CCC3(CC2)NCCc2[nH]cnc23)cc1C	-1.0	1.7	1.5	3.0	-3.1	6.1	-0.6	-1.6	-0.6	-8.3	-1.7
CC(OC(=O)CNC(=O)c1sc2ccccc2c1Cl)c1ccccc1 (stereo not given)	1.9	1.1	0.6	2.7	1.0	-3.4	-9.0	1.4	-18.3	-4.1	1.2
N=c1c2c(n(Cc3ccc(Cl)cc3)c3c1CCC3)CCC2	-0.7	-2.0	-0.8	4.8	-9.5	14.8	0.9	-1.6	0.8	9.3	-1.7
COC(=O)c1ccc(N(CC(=O)NC2CCCC2)C(=O)CNC(=O)c2ccco2)cc1	-0.8	17.6	1.5	0.6	145.4	-8.0	2.1	0.1	-1.4	-5.1	-1.3
